# EBI2 antag: EBI2 (human) antagonism. P32249. EBI2 beta-arrestin recruitment, luminescence, 7a,25-OHC stimulated. inhibition, % at 5 µM. 0.81% of 360,000 active; in the data active means inhibition above about 38%;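 further: enzyme fragment complementation signal reports receptor beta-arrestin coupling in cells; 0% = agonist plus DMSO wells and 100% = wells without agonist; some results beyond the cut were filed as inactive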
# Target sequence (P32249 whole entry, looked up, the tested form may be a part): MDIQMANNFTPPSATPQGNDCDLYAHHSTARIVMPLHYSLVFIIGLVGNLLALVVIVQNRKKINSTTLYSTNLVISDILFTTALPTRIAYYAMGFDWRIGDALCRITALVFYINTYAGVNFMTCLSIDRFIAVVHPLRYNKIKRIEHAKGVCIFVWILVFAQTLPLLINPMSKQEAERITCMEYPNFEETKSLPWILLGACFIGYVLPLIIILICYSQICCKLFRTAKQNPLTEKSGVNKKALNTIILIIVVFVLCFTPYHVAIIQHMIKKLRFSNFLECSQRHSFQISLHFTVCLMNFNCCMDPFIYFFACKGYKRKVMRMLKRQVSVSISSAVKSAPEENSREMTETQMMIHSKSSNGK
# Gli-Sufu antag: blocks Gli-Sufu signaling in a luciferase reporter; inhibition, % at 5 µM; 0.74% of 340,000 active; Sufu-KO-LIGHT fibroblasts, Gli luciferase reporter luminescence;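 active means inhibition above about 55%, limit read from the data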;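 further: 0% = DMSO-treated cells and 100% = wells with medium but no cells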
# A3A deaminase: blocks human APOBEC3A ssDNA deamination; 0.41% of 330,000 active; recombinant A3A, FAM/TAMRA ssDNA deamination fluorescence; AID 493011; P31941; inhibition, % at 20 µM;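 active means at least 40% inhibition at 20 µM here, with at most 30% in a related deaminase screen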;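 further: plate controls were A3A with DMSO for no effect and wells lacking A3A enzyme for full effect; some results filed as inactive read as strong as hits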
# MPTP inh: permeability transition pore inhibition. inhibition, % at 10 µM. 1.4% of 360,000 active. isolated mouse mitochondria, Ca2+ swelling absorbance, 30 min;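 active means inhibition of 50% or more, scaled per plate between neutral and stimulator controls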;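 further: 0% = DMSO wells given calcium and 100% = 1 mM EGTA wells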
# GRIN3A LBD mod: modulates the human NR3A ligand-binding domain; NR3A LBD differential scanning fluorimetry, Tm shift; 0% = protein alone, 100% = glycine-bound protein; Tm shift relative to glycine control, % at 25 µM; 2.5% of 340,000 active;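 active means melting temperature shift of at least 10% of the positive control shift, at one fixed dose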
# CXCR6 block: CXCR6 (human) receptor inhibition; O00574; CHO-K1 PathHunter CXCR6 beta-arrestin, luminescence; inhibition, % at 20 µM; 0.36% of 360,000 active; in the data active means inhibition above about 34%, passing the limit was not always enough;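 further: antagonist mode with CXCL16 agonist at 10 nM final; 0% = 10 nM CXCL16 with DMSO and 100% = unstimulated wells without agonist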
# Target sequence (O00574 whole entry, looked up): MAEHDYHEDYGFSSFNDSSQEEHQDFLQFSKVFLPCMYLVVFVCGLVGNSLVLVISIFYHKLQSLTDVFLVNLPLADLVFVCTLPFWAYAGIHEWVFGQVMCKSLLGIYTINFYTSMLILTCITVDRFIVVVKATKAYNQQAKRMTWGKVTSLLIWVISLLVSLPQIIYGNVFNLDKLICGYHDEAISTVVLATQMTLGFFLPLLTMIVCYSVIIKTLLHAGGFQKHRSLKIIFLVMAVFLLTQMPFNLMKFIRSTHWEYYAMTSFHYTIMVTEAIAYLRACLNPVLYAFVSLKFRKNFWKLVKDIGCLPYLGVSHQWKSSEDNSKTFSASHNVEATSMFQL
# CCR6 antagonist: antagonists of human CCR6 receptor. P51684. CHO-K1 CCR6 PathHunter beta-arrestin, luminescence, CCL20-stimulated. inhibition, % at 20 µM. 0.49% of 340,000 active;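 active means compounds whose inhibition of the agonist-driven luminescence signal at 20 µM reaches about 50%, limit read from the data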;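 further: cells stimulated with CCL20 at 14 nM final; plate controls were DMSO with CCL20 for no effect and DMSO without agonist for full effect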
# Target sequence (P51684 whole entry, looked up): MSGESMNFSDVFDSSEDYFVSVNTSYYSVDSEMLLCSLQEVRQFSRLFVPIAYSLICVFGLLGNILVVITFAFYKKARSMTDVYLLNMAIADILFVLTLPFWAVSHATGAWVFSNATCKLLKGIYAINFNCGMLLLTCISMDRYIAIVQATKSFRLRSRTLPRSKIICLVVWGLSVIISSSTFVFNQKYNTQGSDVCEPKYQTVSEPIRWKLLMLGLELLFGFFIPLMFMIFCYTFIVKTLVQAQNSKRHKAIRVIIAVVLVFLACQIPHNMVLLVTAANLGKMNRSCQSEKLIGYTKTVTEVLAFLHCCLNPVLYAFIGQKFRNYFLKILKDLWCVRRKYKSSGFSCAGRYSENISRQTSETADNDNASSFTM
# A3G deaminase: blocks human APOBEC3G single-stranded DNA deamination; Q9HC16; recombinant A3G, ssDNA deamination FAM/TAMRA fluorescence; inhibition, % at 20 µM; 0.28% of 330,000 active; AID 493012;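 active means inhibition of at least 40% at 20 µM, with no more than 30% in the related APOBEC3A deaminase screen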;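 further: plate controls were DMSO wells with A3G for no effect and wells lacking A3G enzyme for full effect; some compounds called inactive have numbers as strong as hits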
# * hit, by the source's call; / = no result given.
SMILES,EBI2 antag,Gli-Sufu antag,A3A deaminase,MPTP inh,GRIN3A LBD mod,CXCR6 block,CCR6 antagonist,A3G deaminase
CCC(C)NC(=O)c1ccc(CN2CCc3ccccc3C2)cc1 (stereo not given),-8,47,-5,1.2,0,6,13,-7
C#Cc1ccc([C@@H]2C=C(C(=O)O)O[C@H](OCc3ccc(CO)cc3)C2)cc1,-12,-8,6,16,-1,-1,16,-5
O=C(COc1ccc2c(-c3ccccc3)cc(=O)oc2c1)NCc1cccs1,19,-11,-2,5.9,0,9,2,-4
COc1ccccc1NC(=O)C(C)N1CCN(C/C=C/c2ccccc2)CC1 (stereo not given),10,9,2,1.0,1,-2,1,1
COc1ccc(S(=O)(=O)c2c(O)c3ccc(C(=O)Nc4ccc(F)cc4F)cc3[nH]c2=O)cc1,-2,-6,0,-1.3,0,6,0,-4
C#CCOCCOCCOCCNc1nc(N2CCN(C(=O)[C@H]([C@@H](C)CC)n3cc([C@@H](N)CC(C)C)nn3)CC2)nc(N2CCN(C(=O)[C@H](CCCCN)n3cc([C@@H](N)CC(C)C)nn3)CC2)n1,/,-6,-4,/,10*,/,6,-19
N#Cc1cc2c(nc1SCc1cccnc1)CCCC2,10,5,-1,-0.9,-2,5,-5,18
Cc1ccc(-n2nc3c(c2NC(=O)c2ccccc2)CS(=O)(=O)C3)cc1C,6,-3,-5,-1.6,7,9,4,-3
CCn1c(=O)cc(OCC(=O)NCCc2cccc(C)c2)c2ccccc21,-1,9,0,4.7,-2,6,5,-8
CC(NC(=O)NC(=O)c1ccc(Cl)cc1Cl)C1CC1 (stereo not given),2,-32,-2,-0.3,1,-6,-1,-6
COc1ccc(C(=O)CN2C(=O)NC3(CCCc4ccccc43)C2=O)c(OC)c1 (stereo not given),2,-6,1,2.1,-7,9,13,0
COc1ccc(C(=O)N2CCN(c3ccccc3)CC2)cc1S(=O)(=O)N1CCCC1,8,1,-2,-0.6,-1,4,0,-6
CC(C)OCCCNC(=O)c1ccncc1,-8,6,-3,0.1,2,-10,-13,-3
O=C(CCCn1c(SCC(=O)NCCc2ccccc2)nc2ccccc2c1=O)NCC1CCCO1 (stereo not given),5,3,-2,0.2,0,2,1,-6
O=C(COC(=O)C1CC1)Nc1ncc(Cl)cc1Cl,6,1,12,-1.6,/,-9,-4,3
O=C(c1ccc(-n2cnnn2)cc1)N(C1CCCCC1)C1CCCCC1,8,4,-3,0.6,1,1,-12,-2
COc1ccccc1CNC(=O)c1ccccc1NC(=O)C1=C(C)OCCS1,-5,36,0,-2.1,-2,-4,11,3
O=C(NCCc1ccccc1)c1ccc(=O)[nH]c1,1,6,-3,1.0,2,1,14,-5
CN1CCN(C(=O)c2sc(=S)n(-c3ccccc3)c2N)CC1,-3,0,-4,0.9,3,-4,-22,66*
CCN(CC)C(=O)CC(c1ccc(N(C)C)cc1)c1c(OC)cc(OC)c2ccc(=O)oc12 (stereo not given),-2,-7,0,4.2,-1,-2,8,-7

# Sorted by number of heavy atoms (ascending): part of the list above.
SMILES,EBI2 antag,Gli-Sufu antag,A3A deaminase,MPTP inh,GRIN3A LBD mod,CXCR6 block,CCR6 antagonist,A3G deaminase
CC(C)OCCCNC(=O)c1ccncc1,-8,6,-3,0.1,2,-10,-13,-3
O=C(NCCc1ccccc1)c1ccc(=O)[nH]c1,1,6,-3,1.0,2,1,14,-5
O=C(c1ccc(-n2cnnn2)cc1)N(C1CCCCC1)C1CCCCC1,8,4,-3,0.6,1,1,-12,-2
COc1ccc(C(=O)CN2C(=O)NC3(CCCc4ccccc43)C2=O)c(OC)c1 (stereo not given),2,-6,1,2.1,-7,9,13,0

# Additional entries
SMILES,EBI2 antag,Gli-Sufu antag,A3A deaminase,MPTP inh,GRIN3A LBD mod,CXCR6 block,CCR6 antagonist,A3G deaminase
COc1ccccc1CCC(=O)OCC(=O)Nc1cccc(S(=O)(=O)N2CCCCC2)c1,-3,-3,-1,-0.5,-2,1,14,-11
Cc1ccc(OCC(=O)NC2CCCc3ccccc32)c(C)c1 (stereo not given),35,1,-2,5.1,3,-3,24,-6
O=[N+]([O-])c1c(Nc2ccccc2)ccc2nonc12,4,-2,0,-0.5,-1,-19,-1,4
COc1cc2ccccc2cc1C(=O)NC(=S)Nc1nnn(C)n1,4,49,-2,-0.3,0,19,14,-4
Nc1cc(Cl)ccc1N1CCCCCC1,-4,2,0,2.0,0,1,7,-2
O=c1c2ccccc2nc(-c2ccc(Br)cc2)n1Cc1ccccc1,11,-1,0,0.4,-1,6,23,10
CC(=O)c1cccc(NC(=O)CSc2nc(N3CCOCC3)nc(N3CCOCC3)n2)c1,-11,-15,3,-0.5,0,4,19,0
COc1ccc(Cn2c(=O)[nH]c3cc(C(=O)NCc4ccc5c(c4)OCO5)ccc3c2=O)cc1,6,5,2,0.7,-4,3,3,2
CCOc1ccc(CCNC(=O)C2CCN(S(=O)(=O)N3CCC(C)CC3)CC2)cc1OCC,0,-10,-3,26,7,-1,-22,-3
COc1cc2nc(CN3CCC(Cc4ccccc4)CC3)[nH]c(=O)c2cc1OC,46*,5,-1,0.8,2,4,14,-7
CC(=O)c1ccc(-c2ccc(C(=O)N(C)c3c(N)n(Cc4ccccc4)c(=O)[nH]c3=O)o2)cc1,1,-4,-2,-0.6,0,3,10,-9
COc1ccc(OCC(O)CNC(=O)c2ccccc2C(=O)O)cc1 (stereo not given),-4,-4,-8,2.7,4,-1,14,-8
CN(CCC1CCCCO1)C(=O)CCc1nnc(CCCCc2ccccc2)o1 (stereo not given),6,10,-5,1.2,2,-1,3,-5
COC1CCCN(C(=O)c2ccc3oc(Cc4ccc(Cl)cc4)nc3c2)C1 (stereo not given),-2,-1,-1,0.8,-1,0,5,-4
Cc1nnc(NC(=O)CSc2nc3c(c(=O)n2CCc2ccccc2)SC(C)C3)s1 (stereo not given),8,2,-2,0.6,-1,-1,12,-12
COc1ccc(CNC(=O)Nc2cccc(C(F)(F)F)c2)cc1OC,-10,6,4,15,-5,0,13,-6
Cc1ccc(/C=N/NC(=O)c2cc3c(ccc4ccccc43)o2)cc1[N+](=O)[O-],1,/,-1,-8.6,2,-6,-8,13
O=C(COC(=O)c1cccc(C(=O)OCC(=O)NC2CCCCC2)n1)NC1CCCCC1,1,11,-3,-4.7,1,-6,-1,-12
O=C(c1ccco1)N1CCN(C(c2cccs2)c2nnnn2C2CCCC2)CC1 (stereo not given),4,10,-2,-0.3,1,-3,6,-5
CCc1nc(-c2ccccc2O)n(-c2ccccc2)n1,-3,-1,2,0.7,0,9,5,-3
COC(=O)C[C@H]1c2cc(F)ccc2S(=O)(=O)N1Cc1ccccc1,-12,-12,-4,-0.4,1,9,9,-9
O=C(O)C1C2C=CC3(CN(Cc4ccco4)C(=O)C13)O2 (stereo not given),-1,-20,14,1.4,1,1,-1,2
NC(=O)CSc1nc2cccnc2n1-c1ccc(F)cc1,-6,-5,2,-0.1,0,0,0,24
O=c1cc(-c2ccccc2)nc(/C=C/c2ccccc2)[nH]1,14,-2,0,5.1,-1,-3,2,-7
CCc1ccc(C(=O)c2cncc(Br)c2)cc1,-8,-1,2,-0.9,4,-1,11,-1
COc1cccc(C2NC(CC(C)C)(C(=O)O)C3C(=O)N(Cc4ccccc4)C(=O)C23)c1O (stereo not given),-17,1,-4,0.0,1,-6,25,-6
COc1cccc(C(=O)Nc2cnc(NC(=O)c3ccco3)cc2C)c1,-9,-9,-2,10,8,-1,0,-2
Cc1cc(C)nc(Nc2n[nH]c(-c3ccc(C(C)(C)C)cc3)n2)n1,24,-40,3,-0.8,-6,7,10,-4
COc1ccc(/C=C2\N=C(c3ccccc3Cl)NC2=O)cc1,-5,10,/,-3.4,-1,15,13,/
CCOC(=O)c1cnc2cc3c(cn2c1=O)CCCC3,-1,-76,1,-0.9,-2,-10,5,-7
COc1ccc([C@@H]2CC=C(C(=O)O)[C@H](c3cccc(Cl)c3)N2S(=O)(=O)c2ccccc2C)cc1,6,-2,-2,-1.4,0,15,8,-9
COc1ccc(N(C(C)C(=O)NCc2ccco2)S(C)(=O)=O)cc1 (stereo not given),-4,4,1,0.7,0,-11,-6,0
COc1ccc(CCNC(=O)CCN2C(=O)COc3ccccc32)cc1OC,5,3,-4,-0.3,1,-6,1,-3
CCOC(=O)C1CCCN(C(=O)COC(=O)c2cc(=O)c3ccccc3o2)C1 (stereo not given),-6,3,-3,0.5,1,-3,15,-1
CN(c1ccc(C(=O)NC2CC3CCC2C3)cc1)S(C)(=O)=O (stereo not given),1,-11,-2,0.9,1,-4,-2,-3
COCCN(CCOc1cc(C)cc(C)c1)Cc1ccc(Cl)cc1,14,9,3,-0.2,1,-2,30,2
C=C(C)Cn1c(=O)c2c(nc3n2CCCN3CCc2ccccc2)n(C)c1=O,0,-4,-4,-0.2,0,3,20,-6
O=C(CCS(=O)(=O)CCN1CCOCC1)NCNC(=O)CCS(=O)(=O)CCN1CCOCC1,7,35,-2,-1.4,0,-7,7,-1
CCn1c(SCC(=O)NC2CC2)nnc1-c1cccs1,4,6,-2,-3.4,0,-1,1,-6
O=C(COc1ccc(Br)cc1)NCCCN1CCCC1=O,-7,-7,-4,-0.3,0,5,3,-9
COC(=O)c1ccc(-c2sc3nc(N4CCOCC4)c4c(c3c2N)CCCC4)o1,/,3,7,/,2,/,-34,3
O=C(O)c1ccc(NC(=S)N2CCCCC2)cc1,-9,-9,-2,-0.1,0,-3,4,0
COc1ccc(NC(=O)COc2ncnc3ccccc23)cc1S(=O)(=O)N1CCOCC1,-4,-5,2,-2.0,1,0,9,-5
CCOC(=O)c1c(S(=O)(=O)NCC(=O)Nc2cc(C)ccn2)c(C)n(C)c1C,2,-19,0,1.9,-1,-8,9,-7
Cc1ccc(/C=C/C(=O)Nc2ccc([N+](=O)[O-])c(NC(=O)/C=C/c3ccc(C)o3)c2)o1,13,-12,/,4.2,-3,3,12,/
O=C(CNS(=O)(=O)c1cccs1)NCc1ccccc1,0,-11,-1,0.9,-4,-3,-4,-8
Cc1[nH]c(=S)sc1Cc1ccc(F)cc1,-2,-16,-1,-0.7,0,0,4,-3
Cc1ccc(CNC(=O)CCSCCC(=O)NCc2ccc(C)cc2)cc1,-3,4,-1,0.0,-1,0,10,-1
N#Cc1ccc(NCC(=O)N2CCN(S(=O)(=O)c3ccccc3)CC2)cc1,35,/,-1,-2.1,1,-2,3,-7
Cc1cccc(N(Cc2ccccc2)C(=O)c2ccc(CS(C)(=O)=O)cc2)c1,3,2,-2,-0.9,14*,-6,-7,-7
# (more compounds)
SMILES,EBI2 antag,Gli-Sufu antag,A3A deaminase,MPTP inh,GRIN3A LBD mod,CXCR6 block,CCR6 antagonist,A3G deaminase
Cc1cc(C)n(-c2nc3nonc3nc2-n2nc(C)cc2C)n1,-2,0,8,-2.4,-2,6,-11,-5
CN(C[C@@H](CC1CCCCC1)N(C[C@H](Cc1ccccc1)N(CCc1ccccc1)N=O)N=O)N=O,28,14,1,-1.1,-5,0,18,-7
COc1cc(NC(=O)c2ccccn2)cc(OC)c1OC,-6,-18,4,1.1,-1,4,23,-2
COc1ccc(OC)c(NC(=S)N2CCN(C(=O)C3CCCO3)CC2)c1 (stereo not given),-4,7,-5,0.2,1,4,-9,-9
COC1(OC)N=C(N)C2(C#N)C(c3ccc4c(c3)OCO4)C12C#N (stereo not given),0,10,0,4.5,0,2,4,1
COc1ccc(S(N)(=O)=O)cc1C(N)=O,-9,-11,-2,1.3,0,-2,20,-4
Cc1cc(C)n2c(SCCC(C)C)nnc2n1,3,63*,-1,4.2,0,-12,-7,-3
Cc1ccc(CO/N=C\Cc2snc(Sc3ncc(C(F)(F)F)cc3Cl)c2C#N)cc1,-3,2,-3,6.2,0,7,15,-8
COc1cc(Br)cc(CNc2ccc(F)c([N+](=O)[O-])c2)c1O,13,13,-1,3.9,7,14,21,-2
O=C(Nc1ccc(N2CCN(c3ncccc3C(F)(F)F)CC2)nc1)c1cccs1,-19,16,-1,29,-5,-6,-10,-4
CSc1nnc2n(-c3ccccc3)c(=O)c3c4c(sc3n12)CCC4,1,7,-6,-0.5,-3,-2,3,-5

# High-throughput results (PubChem BioAssay)
